# AHR act = AHR activators, primary screen, cell-based, luminescence, luciferase reporter, human; Aryl hydrocarbon receptor (Homo sapiens), P35869; AHR-responsive luciferase reporter cells; activation, % at 5 µM; hit rate 2.5% among 320,000; in the data active = activation above about 47%;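 note: 0% = vehicle wells and 100% = reference agonist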
# Target sequence (P35869 whole entry, looked up): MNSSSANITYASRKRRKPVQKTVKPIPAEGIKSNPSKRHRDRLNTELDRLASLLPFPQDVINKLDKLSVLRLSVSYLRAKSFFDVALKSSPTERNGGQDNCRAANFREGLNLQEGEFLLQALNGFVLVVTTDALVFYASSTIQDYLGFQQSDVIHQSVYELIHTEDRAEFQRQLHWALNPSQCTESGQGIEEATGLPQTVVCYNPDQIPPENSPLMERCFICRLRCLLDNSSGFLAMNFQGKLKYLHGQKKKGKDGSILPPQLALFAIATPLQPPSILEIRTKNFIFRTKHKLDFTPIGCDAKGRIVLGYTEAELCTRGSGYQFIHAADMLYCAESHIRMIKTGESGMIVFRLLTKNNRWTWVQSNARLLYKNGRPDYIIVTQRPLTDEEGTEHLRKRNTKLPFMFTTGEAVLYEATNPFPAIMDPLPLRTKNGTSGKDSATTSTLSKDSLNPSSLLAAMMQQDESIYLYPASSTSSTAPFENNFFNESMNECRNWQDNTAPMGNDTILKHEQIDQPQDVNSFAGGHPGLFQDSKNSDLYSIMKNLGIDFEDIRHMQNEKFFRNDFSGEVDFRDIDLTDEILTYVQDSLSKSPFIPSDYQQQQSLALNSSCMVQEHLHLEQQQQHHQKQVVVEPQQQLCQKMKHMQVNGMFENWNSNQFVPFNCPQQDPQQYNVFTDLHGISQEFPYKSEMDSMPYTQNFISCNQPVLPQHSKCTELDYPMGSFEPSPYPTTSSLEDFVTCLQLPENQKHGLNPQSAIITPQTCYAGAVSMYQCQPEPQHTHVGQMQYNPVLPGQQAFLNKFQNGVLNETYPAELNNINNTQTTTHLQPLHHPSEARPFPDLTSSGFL
# RPL19A TOR yeast = RPL19A-GFP expression modulators in yeast, primary screen, cell-based, S. cerevisiae, multiplex flow cytometry, MLPCN; S. cerevisiae RPL19A-GFP strain, 3 h; hits give low values; percent response vs DMSO, % at 10 µM; hit rate 0.3% among 330,000;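 active = percent response vs DMSO below 50%; inconclusive = fewer than 70 events counted for the yeast strain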;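 note: median channel GFP fluorescence of the barcoded RPL19A-GFP strain; ratio of sample median GFP to plate DMSO average so 100% = DMSO; lower means less RPL19A-GFP as with rapamycin TOR inhibition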
# proCasp3 act = activators of human procaspase-3 D3A mutant, primary screen, biochemical, absorbance, PC-3 D3A mutant, single concentration; hit rate 0.11% among 330,000; Caspase-3 (Homo sapiens), P42574; activation, % at 8.5 µM; recombinant procaspase-3 D3A, Ac-DEVD-pNA absorbance 405 nm; AID 463141, 2010;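 active = activation above the mean of all tested compounds plus 3 SD, cut at about 21% in these data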;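 note: 0% = DMSO alone and 100% = DMSO wells spiked with extra 5 µM PC-3 D3A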
#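 Assay system – Procaspase-3 D3A mutant · Benchmarks – DMSO low control, extra-enzyme high control · Technique – 405 nm absorbance of p-nitroaniline, reads at 0 and 120 min · Doses – 8.5 µM nominal · Measure – % activation between DMSO and enzyme-spiked controls · Also added – Ac-DEVD-pNA chromogenic peptide substrate · Schedule – 1 h compound preincubation, 2 h substrate hydrolysis at 25 °C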
# AGP1-GFP MLPCN = modulators of AGP1-GFP expression in yeast TOR pathway, primary screen, cell-based, multiplex flow cytometry, S. cerevisiae, MLPCN library | 3 h; GFP as percent of DMSO wells | GFP response vs DMSO, % at 10 µM | hit rate 0.02% among 320,000 | AID 2066, 2009;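 active = GFP response relative to DMSO above a set limit, near screen average plus 3 SD, cut at about 150% in these data; inconclusive = fewer than 70 cells counted for the yeast strain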;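 note: median GFP channel fluorescence of the gated AGP1 strain per well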
# proCasp7 act = procaspase-7 activators, primary screen, counter-screen for procaspase-3 activator project, biochemical, absorbance, HTS, human | Caspase-7 (Homo sapiens), P55210 | recombinant procaspase-7, Ac-DEVD-pNA absorbance 405 nm; D23A/D198A/D206A triple mutant, cannot self-cleave; scale: DMSO 0, 5 µM enzyme 100 | activation, % at 8.5 µM | hit rate 0.093% among 330,000 | AID 463210, 2010;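 active = percent activation above the screen-wide mean plus 3 SD, cut at about 25% in these data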
#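 Assay system – Uncleavable procaspase-7 mutant enzyme · Quantity – 2 µM procaspase-7 mutant as dispensed · Times – 1 h preincubation, 2 h reaction · Dosing – single nominal 8.5 µM compound dose, 0.8% DMSO final · Buffer or medium – Zinc-free 50 mM HEPES buffer, pH 7.4, with NaCl and Triton X-100 · Detection – Epi-absorbance of released pNA at 405 nm, two timepoints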
# CIT2 TOR yeast = modulators of CIT2-GFP expression in yeast, primary screen, S. cerevisiae, GFP fusion, multiplex flow cytometry, MLPCN library; S. cerevisiae CIT2-GFP strain, 3 h; 100 means same as DMSO wells; hit rate 0.065% among 320,000; GFP response vs DMSO, % at 10 µM;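 active = GFP response relative to DMSO above a set limit, near the screen mean plus 3 SD, cut at about 150% in these data; inconclusive = Fewer than 70 cells measured for a yeast strain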;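 note: ratio of well median GFP fluorescence to mean of DMSO wells on the plate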
# MEP2-GFP yeast = modulators of MEP2-GFP levels in yeast, primary screen, S. cerevisiae, multiplex flow cytometry, MLPCN library; AID 2016, 2009; hit rate 0.51% among 330,000; GFP response vs DMSO, % at 10 µM; S. cerevisiae MEP2-GFP strain, 3 h; 100% = DMSO control level;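 active = GFP response versus DMSO above a set limit, roughly screen mean plus 3 SD, cut at about 180% in these data; inconclusive = fewer than 70 cells counted for a yeast strain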;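 note: median GFP fluorescence of the barcode-gated MEP2-GFP cells per well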
# LAP4-GFP MLPCN = modulators of LAP4-GFP expression in yeast, primary screen, S. cerevisiae, multiplex flow cytometry, MLPCN library | GFP response vs DMSO, % at 10 µM | hit rate 0.34% among 320,000 | 3 h; median GFP as percent of DMSO wells;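 active = GFP response vs DMSO above a set limit, about the screen mean plus 3 SD, cut at about 150% in these data; inconclusive = under 70 cell events counted for the yeast strain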
# * = called active by the depositor; ? = inconclusive; . = no result given; [ ] = remark or other dose. Random draw from the library; any-hit rate near 3.5%.
SMILES,AHR act,RPL19A TOR yeast,proCasp3 act,AGP1-GFP MLPCN,proCasp7 act,CIT2 TOR yeast,MEP2-GFP yeast,LAP4-GFP MLPCN
CC(C)CNC(=S)NNC(=O)c1csc2ccccc12,-6,101,-17,107,0,114,107,110
C=CCn1c(-c2ccc(OC)cc2)nc2ccccc21,5,101,-1,96,6,81,104,110
COc1ccc(Br)c(C(=O)N2CCN(S(=O)(=O)c3cccs3)CC2)c1,3,97,3,110,9,107,97,106
CC(=O)Nc1cccc(C(=O)N2CCC(n3nccc3NC(=O)CC(C)C)CC2)c1,1,105,-1,93,0,87,94,87
Cc1nn(-c2ccccn2)c2c1C(c1c(F)cccc1Cl)C1=C(N2)c2ccccc2C1=O (stereo unspecified),8,102,2,98,4,101,100,96
COc1ccccc1CNC(=O)c1cnc2sccn2c1=O,53*,102,8,104,1,112,111,103
CN1CCN(CCCNC(=O)Cn2nc(-c3ccccc3)ccc2=O)CC1,-2,99,6,94,-13,94,101,97
CCOC(=O)C(C)Sc1ccc2nnc(CCNS(=O)(=O)c3ccccc3)n2n1 (stereo unspecified),-1,85,-2,84,5,90,81,81
CN1CCN(C(c2cccc(C(F)(F)F)c2)c2nnnn2Cc2ccccc2)CC1 (stereo unspecified),2,108,8,112,-1,113,114,111
C#Cc1ccc(CN2CCC(N3CCC(C(=O)NCc4ccccn4)CC3)CC2)cc1,1,96,6,96,3,92,96,94
CCOC(=O)C(C)n1nc(/C=C/c2ccccc2)ccc1=O (stereo unspecified),1,100,-5,102,-1,105,102,99
CCOc1ccccc1NC(=S)NC(=O)CCCOc1ccc(Cl)cc1Cl,3,107,0,75,-2,64,94,92
COc1ccc(C(=O)Nc2ccc(Oc3ncnc4sc(-c5ccccc5)cc34)cc2)cc1OC,-2,100,-2,88,1,98,110,92
Cc1ccc(NC(=O)c2ccc(S(=O)(=O)NCC3CCCO3)cc2)cc1C (stereo unspecified),5,98,5,107,-1,101,103,108
Cn1cccc1C(=O)NC(=O)COC(=O)CC12CC3CC(CC(C3)C1)C2,8,102,-2,101,7,99,113,113
CCCCCNC(=O)CC1Nc2c3ccccc3nc(=S)n2C1=O (stereo unspecified),0,99,5,104,14,107,101,104
O=c1[nH]c(C2CCN(S(=O)(=O)/C=C/c3ccccc3)CC2)nc2c1nnn2Cc1ccc(F)cc1,3,101,5,100,9,102,104,97
CCCc1nnc(NC(=O)CNc2ccc(F)cc2)s1,-1,104,-4,.,3,115,110,105
CCCn1c(N/N=C\C=C\c2ccccc2)nc2c1c(=O)[nH]c(=O)n2C,35,99,5,101,1,107,103,86
COc1ccccc1C1=CC(=O)CC(C)(C)C1=O,-3,93,4,97,2,101,94,102
O=c1[nH]c(-c2cccs2)nc2ccccc12,71*,100,9,105,10,97,107,105
CN1CCN(S(=O)(=O)c2ccc(NC(=O)c3ccc(Br)o3)cc2)CC1,3,21*[may fluoresce violet],9,?,2,?,394*[may fluoresce violet],76[may fluoresce violet]
Cc1ccc(Oc2ccc(NC(=O)CSc3n[nH]c(N)n3)cc2)cc1,-1,113,4,102,0,103,95,101
Cc1nnsc1C(=O)Nc1ccccc1Cl,-3,94,5,95,5,108,98,81
COc1ccc(CNC(=O)c2cnc3n(c2=O)CCS3)cc1,5,103,1,102,2,102,97,118

# (continued)
SMILES,AHR act,RPL19A TOR yeast,proCasp3 act,AGP1-GFP MLPCN,proCasp7 act,CIT2 TOR yeast,MEP2-GFP yeast,LAP4-GFP MLPCN
O=C(CNC(=O)c1ccc(S(=O)(=O)N2CCCC2)cc1)N/N=C/c1ccc(Cl)cc1,1,110,11,108,11,111,109,96
Brc1ccc(-c2cn3cccnc3n2)cc1,-8,95,1,87,2,92,97,102
Cc1ccc(OCC(=O)Nc2ccccc2C(=O)NC2CC2)cc1,5,99,-3,95,-8,85,97,104
CC(C)=NNc1nc2sc3c(c2c(=O)[nH]1)CC(C)(C)OC3,10,109,-1,105,-7,104,100,93
CCOC(=O)Nc1ccc(C(=O)Oc2ccccc2)c(O)c1,0,99,1,95,9,93,104,129
CCOc1ccc(S(=O)(=O)NCc2ccccc2)cc1C(N)=O,0,100,-8,98,11,99,101,101
CCc1nc2sc3c(c2c(=O)n1CCO)CCC3,1,107,-5,106,10,110,111,102
c1ccc(CCNc2nc(-c3cccnc3)cs2)cc1,13,94,-9,94,-2,95,96,101
CCc1ccc(CNC(=O)c2ccc(OC3CCN(C(C)=O)CC3)c(OC)c2)nc1,10,103,6,97,0,97,105,95
Cc1ccc(F)cc1NC(=O)CSCc1nc2sc(C)c(C)c2c(=O)[nH]1,13,92,8,96,-11,102,94,105
O=C(O)c1cc(-c2ccc(Cl)s2)nc2ccccc12,3,93,5,94,9,79,107,129
COc1ccc(/C=N/N2CCN(Cc3ccc(C)cc3)CC2)cc1Br,2,100,5,97,14,97,101,89
NCC12CC3CC(CC(O)(C3)C1)C2,1,?,6,90[may fluoresce red and violet],4,?,95[may fluoresce red and violet],89[may fluoresce red and violet]
COc1ccccc1N1Cc2ccc(OC)c(OC)c2C1=O,3,107,-1,96,4,99,98,99
Cc1c(Cl)cnc(NC(=O)COC(=O)c2cccs2)c1Cl,2,100,-6,97,-3,98,104,99
COc1cc(/C=C/C(=O)NNc2c(F)c(F)cc(F)c2F)ccc1OC(F)F,4,94,-10,90,-6,95,93,91
O=C(Cn1c2ccc(F)cc2c2nc3n(c(=O)c21)CCS3)Nc1ccccc1F,-2,107,-3,94,2,103,100,99
CCCCN(C(=O)c1cc2c(s1)CCC2)c1c(N)n(CCCC)c(=O)[nH]c1=O,0,90,6,104,5,98,101,103
Cc1ccc(NC(=O)CCCNC(=O)c2ccc(Cl)cc2)c(Br)c1,4,109,-4,99,-2,102,90,98
CCOC(=O)/C(=N/Nc1ccccc1)Sc1nnc(CCc2ccccc2)n1-c1ccccc1,-1,100,-4,101,-7,102,103,96
COc1ccc(CNC(=O)C2CCCN2C(=O)NCc2ccccc2)cc1 (stereo unspecified),0,104,5,96,8,105,95,84
CNC(=O)Cc1csc2ccc(Cl)cc12,12,97,-10,88,0,86,97,91
CCOC(=O)c1cc(-c2ccccc2)sc1NC(=O)C(C)Sc1nnc(C)s1 (stereo unspecified),-4,102,4,99,9,95,100,101
CCOC(=O)CCn1nnc(N)n1,-1,98,3,107,6,100,106,106
Cc1ccc(S(=O)(=O)CC(=O)Nc2nnc(C)s2)cc1,-1,103,5,100,10,102,101,92

# Continued:
SMILES,AHR act,RPL19A TOR yeast,proCasp3 act,AGP1-GFP MLPCN,proCasp7 act,CIT2 TOR yeast,MEP2-GFP yeast,LAP4-GFP MLPCN
O=C(NCc1ccco1)c1ccc2c(=O)n(-c3ccccc3)c(=O)n(Cc3cccc(F)c3)c2c1,-1,99,4,106,-4,102,107,97
O=C(O)c1ccc(NS(=O)(=O)c2ccc(Cl)c(Cl)c2)cc1O,3,96,-12,93,-12,93,98,103
Cc1ccc(S(=O)(=O)c2cc3cc(Br)ccc3oc2=O)cc1,-2,114,-4,108,-6,95,127,97
O=C(NCCN1CCC(Cc2ccccc2)CC1)C1CCCN(S(=O)(=O)c2cnc[nH]2)C1 (stereo unspecified),-2,97,8,101,12,102,115,104
Cn1c(N)c(S(=O)(=O)NCc2ccc(F)cc2)c(=O)n(C)c1=O,1,101,4,103,-2,108,99,104
COc1cc(/C=C/C(=O)OCC(=O)NC(=O)NC(C)C)ccc1O,3,99,-4,107,-11,104,104,107
C=CC[C@H](CC(=O)OC(C)(C)C)C(=O)OC[C@H]1CCCN1C(=O)[C@H](CC=C)CC(=O)NCCO,-2,97,5,99,-9,99,94,85
Cc1cc(=O)oc2cc(OC(=O)CCCCCN3C(=O)c4ccccc4C3=O)ccc12,-2,94,-32,101,12,80,96,98
COC(=O)C1=C(C)N(C)C(=O)NC1c1ccc([N+](=O)[O-])o1 (stereo unspecified),-1,102,-3,96,-3,95,104,106
CCOCCCN(C)C1CCN(S(=O)(=O)c2csc(C(N)=O)c2)CC1,1,96,1,94,11,101,113,95
Cc1ccc(NC(=O)CN2C(=O)COc3ccc(S(=O)(=O)N4CCCC4)cc32)c(C)c1,0,94,1,97,7,96,92,94
O=C(NNC(=O)C1[C@H]2CCCC[C@@H]12)Nc1cccc2ccccc12 (stereo partly specified),5,94,2,104,-1,93,91,109
CCc1nnc(NC(=O)CSc2nccn2-c2cc(C)cc(C)c2)s1,5,99,2,104,5,109,94,114
O=C(Nc1ccc(C(=O)O)cc1)/C(=C\C=C\c1ccccc1)NC(=O)c1ccccc1Cl,3,94,11,88,-8,104,94,84
Brc1ccccc1OCCN1CCCC1,4,101,4,95,3,84,96,93
Cc1ccc(/C=N/NC(=O)c2c(-c3ccccc3)noc2C)c(O)c1,-2,95,-39,109,-47,98,96,106
COCCNC(=S)NNC(=O)c1ccc(-n2cnnn2)cc1,-3,98,2,104,0,103,101,98
CCC1=Nc2ccccc2NC2=C1C(=O)CCC2,47,98,-4,102,-6,99,98,100
CC(C)CC(=O)NC(=S)NNC(=O)c1ccc(NC(=O)C2CCCCC2)cc1,1,107,-8,116,-13,97,137,114
C=CCN(CC=C)C(=O)CN1C(=O)NC(c2ccccc2)(c2ccccc2)C1=O,-1,103,1,102,8,103,106,112
CCC(C)(C)NC(=O)C(c1sccc1C)N(Cc1ccco1)C(=O)c1csnn1 (stereo unspecified),0,101,-2,103,1,101,104,100
CCOC(=O)C1CCN(C(=O)c2cccc(NS(=O)(=O)c3ccc(F)c(F)c3)c2)CC1,-1,88,9,87,6,94,?,71
CN(Cc1ccccc1)c1nc2c(c(=O)[nH]c(=O)n2C)n1Cc1ccccc1F,0,103,3,96,4,101,108,93
CCS(=O)(=O)N1CCCC(C(=O)NCc2ccccc2Cl)C1 (stereo unspecified),1,101,-1,.,3,110,101,102
O=C(c1nc2ccccn2c1CN1CCN(c2ccccc2O)CC1)N1CCCC1,1,93,-1,92,15,93,86,92
COC(=O)c1ccccc1NC(=O)Cn1nc(C(F)(F)F)c2c1CCC2,4,100,7,91,7,.,98,98
NS(=O)(=O)c1cccc(NC(=O)COC(=O)CC2CC3CCC2C3)c1 (stereo unspecified),-1,100,1,107,-3,100,102,100
CCN1CCN(CCCNC(=O)c2cn(CCOC)c(=O)c3c2c2ccccc2n3C)CC1,0,103,7,110,3,103,103,102
CN(C)C1=C(Cl)C(=O)N(c2ccc(Cl)c(Cl)c2)C1=O,5,93,-12,98,-8,98,97,109

# Assay outcomes (PubChem)
